aSyn yeast rescue: alpha-synuclein toxicity suppression in yeast | AID 1347070 | Potency, µM (top dose mostly 46.1 µM), inactives show at the highest dose growth rescue (activation), most hits filed as activators | actives 0.02% (n = 94,000) | S. cerevisiae alpha-synuclein toxicity rescue, BacTiter-Glo growth, 24 h; active = well fitted activation curve with a large enough effect; inconclusive = small, poorly fitted or top-dose-only effect; also: 0% is about no effect
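Growth restoration measured by BacTiter-Glo luminescence after 24 hr at 30 deg C; alpha-synuclein yeast, raffinose-pregrown to mid-log, were added at OD600=0.02 in galactose medium onto pinned compounds.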
Active calls of the source: *; u = inconclusive; & = joins results of further samples; [ ] = dose if it differs, or a comment. Potency is read from the fitted curve at half-maximal effect. Some of the compounds tested, so the mix of outcomes need not match the whole.

no.	smiles	aSyn yeast rescue
1	O=C1CN(C(=O)NCC(=O)N[C@@H](Cc2ccccc2)C(=O)O)c2ccccc2N1	7.8%
2	O=C(c1cccs1)N1CCN(Cc2nc(-c3ccccc3)no2)CC1	0.7%
3	CCn1nc(C)c(/C=N/NC(=O)Cn2nccc2C)c1C	9.8%
4	Cc1csc(=O)n1CCC(=O)OCC(=O)Nc1cc(Cl)ccc1[N+](=O)[O-]	12.8%
5	COc1cc(NC(=O)Cn2c(=O)oc3cc(S(=O)(=O)N4CCCCCC4)ccc32)cc(OC)c1	-0.9%
6	O=C(c1cc(COc2cccc3cccnc23)on1)N1CCC[C@H]1CO	5.1%
7	Cc1csc(=O)n1CCC(=O)OCc1nnc(-c2ccccc2)o1	7.9%
8	CCOC(=O)c1c(Nc2ccc(C)c(C)c2)nnc(-c2ccccc2)c1-c1ccccc1	1.9%
9	COc1ccc(NC(=O)CSc2cn(CC(=O)N3CCOCC3)c3ccccc23)cc1OC	-1.9%
10	COc1ccc(NC(=O)CN2CCN(c3ccccc3F)CC2)c(OC)c1	-3.0%

Further structures
no.	smiles	aSyn yeast rescue
11	O=C(Cn1c(=O)n(Cc2ccc3c(c2)OCO3)c(=O)c2oc3ccccc3c21)Nc1ccccc1	2.7%
12	CCCn1cc(SCC(=O)Nc2ccc3c(c2)OCO3)c2ccccc21	3.3%
13	CCN(CC)S(=O)(=O)c1nnc(NC(=O)COc2ccccc2)s1	-14.4%
14	CCOc1ccccc1NC(=O)N1CCC(n2c(C)nc3cccnc32)CC1	4.7%
15	Cc1ccc(NC(=O)c2cnc(N3CCCC3)nc2C)cc1F	-12.2%
16	O=C(CN1C(=O)NC2(CCc3ccccc32)C1=O)c1ccc(Br)cc1 (stereo unspecified)	14.8%
17	Cc1ccc(NC(=O)Cn2cc3c(n2)CCCC3)c(C)c1	1.3%
18	COc1ccc(N2CCN(C(=O)Nc3cccc(C(F)(F)F)c3)CC2)cc1	-13.5%
19	CCOc1ccc2oc(C(=O)N(Cc3nnc(-c4ccccc4Cl)o3)C3CC3)c(C)c2c1	26.3%
20	O=C(CCOc1ccccc1)N(Cc1cccnc1)c1nc2c(Cl)cccc2s1	7.2%

(list continues)
no.	smiles	aSyn yeast rescue
21	CCOC(=O)C1CCN(c2ncnc3c2nnn3Cc2ccccc2Cl)CC1	-12.0%
22	O=C1NCCCC1(c1ccccc1)c1ccccc1	3.0%
23	N#CC1=C2SCN(C3CCCCC3)CN2C(=O)CC1c1ccc(F)cc1 (stereo unspecified)	-14.8%
24	Cc1ccc(-c2nnc(Nc3cccc(Br)c3)c3ccccc23)cc1S(=O)(=O)N1CCCCC1	15.4%
25	CCc1nc2c(=O)[nH]cnc2o1	2.8%
26	COc1ccc(N)cc1NC(=O)CN1CCOCC1	-4.4%
27	CCOC(=O)N1CCN(C(=O)C(C)N(c2ccccc2)S(C)(=O)=O)CC1 (stereo unspecified)	-18.3%
28	O=CNc1ccc(OC(=O)c2cncc(Br)c2)cc1	2.5%
29	Cc1ccc(NS(=O)(=O)c2c(C(=O)N3CCCCCC3)c(C)n(C)c2C)cc1F	4.9%
30	Cc1ccc2c(c1)c(/C=C/c1cc[n+](C)cc1)c(C)n2C	-9.9%

Continued.
no.	smiles	aSyn yeast rescue
31	O=C(COC(=O)C1C2CC3OC(=O)C1C3C2)Nc1cccc(Cl)c1 (stereo unspecified)	4.3%
32	CCCCn1c(N)c(N(CC(C)C)C(=O)c2cc(-c3ccco3)nc3ccccc23)c(=O)[nH]c1=O	-2.5%
33	Cc1cc(C(=O)OCC(=O)c2ccccc2)c2ccccc2n1	12.0%
34	CN(Cc1c(C(=O)N/N=C/c2ccccc2O)nnn1-c1nonc1N)C1CCCCC1	-13.1%
35	O=C(COc1ccc(S(=O)(=O)N2CCCCC2)cc1Cl)N1CCCC1	-0.4%
36	O=c1[nH]nc(-c2cc(-c3ccccc3)nc3ccccc23)o1	-5.9%
37	O=C1C(Cc2c[nH]c3ccccc23)NC(=S)N1Cc1ccccc1 (stereo unspecified)	2.8%
38	Cc1ccc(NC(=S)NNC(=O)Nc2ccccc2)cc1	-0.4%
39	COCCCNC(=O)CSc1nc2c(sc3ccccc32)c(=O)n1CCc1ccc(OC)c(OC)c1	-3.5%
40	CN(Cc1nc2c(s1)CCCC2)C(=O)CCc1nnc(-c2ccccc2)o1	7.8%

Values in list order from above:
Nos. 22–30 in aSyn yeast rescue: 3.0%, -14.8%, 15.4%, 2.8%, -4.4%, -18.3%, 2.5%, 4.9%, -9.9%

Continuation:
no.	smiles	aSyn yeast rescue
41	Cc1ccc2onc(CNC(=O)Nc3ccccc3C#N)c2c1	3.1%
42	CCCCC(=O)Nc1nnc(S(=O)(=O)N(C)Cc2ccccc2)s1	2.2%
43	COc1ccccc1CNC(=O)C(Cc1ccccc1)NS(=O)(=O)c1ccc2c(c1)CCN2C(C)=O (stereo unspecified)	12.6%
44	CN(CCCNC(=O)CCC(=O)N1CCOc2ccc(Cl)cc21)Cc1ccccc1	0.8%
45	CCCCn1c(N)c(N(CCOC)C(=O)c2ccc3c(c2)C(=O)N(c2ccccc2C)C3=O)c(=O)[nH]c1=O	-6.9%
46	CCCCCCn1c(CN2CCN(C)CC2)nc2c1c(=O)n(C)c(=O)n2C	1.1%
47	N#Cc1ccc2c(c1)NC(=O)C1CCCN21 (stereo unspecified)	-6.0%
48	C[C@H](CO)N1C[C@H](C)[C@@H](CN(C)C(=O)c2cccc(F)c2)Oc2cc(-c3cncnc3)ccc2S1(=O)=O	-1.2%
49	COc1ccc(C(=O)N2CCN(c3nc4cc(C)cc(C)c4cc3C#N)CC2)cc1	12.4%
50	O=C(CSc1nnnn1-c1ccc(Cl)c(C(=O)O)c1)NC(c1ccccc1)c1ccccc1	-7.8%

Shown field by field: part of the list above.
#1 O=C1CN(C(=O)NCC(=O)N[C@@H](Cc2ccccc2)C(=O)O)c2ccccc2N1
- aSyn yeast rescue: 7.8%
#38 Cc1ccc(NC(=S)NNC(=O)Nc2ccccc2)cc1
- aSyn yeast rescue: -0.4%
#6 O=C(c1cc(COc2cccc3cccnc23)on1)N1CCC[C@H]1CO
- aSyn yeast rescue: 5.1%

The list continues.
no.	smiles	aSyn yeast rescue
51	CC(=O)Nc1ccc(NC(=O)CC(C)n2ccnc2)cc1 (stereo unspecified)	-10.8%
52	COc1cccc(NC(=O)CN(C)C(=O)CN2C(=O)c3ccc([N+](=O)[O-])cc3C2=O)c1	-3.9%
53	COc1ccccc1CCNC(=O)C(C)Sc1nc(-c2ccccc2)cc(C(F)(F)F)n1 (stereo unspecified)	-13.2%
54	CC(=O)c1ccc(/C=C/c2nc3ccccc3n2C)o1	3.8%
55	COc1ccc(C(CC(=O)Nc2cccc(C)c2C)N2Cc3ccccc3C2=O)cc1 (stereo unspecified)	-1.8%
56	CCOc1ccc(NC(=O)N2CCC(c3ccc(C)cc3)C2)cc1 (stereo unspecified)	1.4%
57	Cc1c(C)n(CCc2ccccc2)c2ncnc(NCCO)c12	6.3%
58	CCCCNC(=O)c1nn(-c2ccc(C)cc2)c(=O)c2c1c1ccccc1n2C	-3.1%
59	Cc1cc2nnc(SCC(=O)Nc3ccc(F)c(Cl)c3)n2c2ccccc12	0.3%
60	Cc1cc(O)c(/C=N/OCc2ccc(Cl)cc2Cl)c(=O)o1	u

(list continues)
no.	smiles	aSyn yeast rescue
61	COc1cccc(CNC(=O)C2CCN(Cc3cc4ccccc4n3Cc3ccccc3)CC2)c1OC	9.4%
62	CN(CC(=O)Nc1ccc(Cl)c(Cl)c1)CC(=O)N1CCc2ccccc21	-0.3%
63	Cc1onc(-c2ccccc2)c1C(=O)Nc1ccc(S(=O)(=O)N2CCOCC2)cc1	-6.8%
64	CCCCOc1ccc(CNC(=O)c2cnc3sc(N4CCOCC4)nn3c2=O)cc1	-12.8%
65	COc1ccc(/C=C(\NC(=O)c2ccc(OC)c(OC)c2)C(=O)N2CCN(C)CC2)cc1	0.2%
66	Cc1nn2c(=O)cc(COC(=O)c3ccccc3NC(=O)c3ccccc3C)nc2s1	-13.0%
67	CC(CNC(=O)c1nnc(Cc2ccc(F)cc2)o1)c1ccccc1 (stereo unspecified)	-11.1%
68	CC1(C)CC(Nc2ccc(Nc3ccccc3)cc2)CC(C)(C)N1	11.2%
69	Cc1ccc(CNC(=O)c2cn(C)c3ccc(S(=O)(=O)N4CCC(C)CC4)cc3c2=O)cc1	-2.1%
70	COc1ccc(CN(C)C(=O)c2cc(-c3ccccc3)nc3ccc(C)cc23)c(OC)c1	-7.6%

Additional records follow:
no.	smiles	aSyn yeast rescue
71	O=C(Nc1ccc(Cl)cc1)Nc1nnc(/C=C/c2ccccc2)s1	-0.2%
72	Cc1ccccc1NC(=O)CN1CCC(C(=O)c2ccc3c(c2)OCCO3)CC1	-7.1%
73	CC(C)c1ccc(NC(=O)Cn2nnc(C(=O)NCCc3ccccc3)c2N)cc1	-15.5%
74	CCOc1ccccc1C(=O)NC1(C(F)(F)F)C(=O)Nc2c1c(=O)[nH]c(=O)n2-c1ccc(F)cc1 (stereo unspecified)	1.7%
75	Cc1ccc2c(c1)cc1c(=O)n(Cc3ccccc3Cl)nc(C)n12	2.8%
76	CCOc1ccccc1CNC(=O)CN1C(=O)CSc2ccc(S(=O)(=O)N3CCOCC3)cc21	3.8%
77	Cc1csc(-c2cccnc2)n1	-13.0%
78	Cc1ccc(-c2nc(NC(=O)CSc3cc(C)c4ccccc4n3)ns2)cc1	6.3%&5.8%
79	Cc1cc(C)cc(-n2c(C)cc(C(=O)C(=O)Nc3ccccc3F)c2C)c1	0.5%
80	Cn1c(=NC(=O)c2ccc(F)cc2)sc2cc(Br)ccc21	-12.7%

(cont.)
no.	smiles	aSyn yeast rescue
81	CC(C)CN(CC(C)C)c1nnc(N)s1	-3.5%
82	C=CCCC(=O)N1C[C@H]2CON(C)[C@H]2C[C@H]1c1cccc(N2CCOCC2)c1	-3.2%
83	CCC(=O)N1CCc2cc(S(=O)(=O)NC(C(=O)Nc3cc(OC)cc(OC)c3)C(C)C)ccc21 (stereo unspecified)	-14.3%
84	Cc1nn(C(C)C(=O)N2CCN(c3ccc(Cl)cc3)CC2)c(=O)c2cc3occc3n12 (stereo unspecified)	5.3%
85	CCOc1cc(/C=C2\COc3ccccc3C2=O)cc(Br)c1OCC(=O)N(C)C	u
86	Cc1cccc(OCCSc2nc(-c3cccs3)nc3cc(=O)[nH]n23)c1	1.1%
87	O=C(Nc1ccc2nn(-c3ccc(F)cc3)nc2c1)c1cccc2c(Cl)cccc12	-2.1%
88	O=C(COC(=O)CCc1ccc(S(=O)(=O)N2CCOCC2)cc1)Nc1cccc(Cl)c1	-1.3%
89	O=[N+]([O-])c1ccccc1CN1CCN(Cc2ccccn2)CC1	4.6%
90	Cc1cccc(-c2noc(-c3cc(C(C)C)[nH]n3)n2)c1	-25.2%

From no. 81 to 83, as listed above:
no.	smiles	aSyn yeast rescue
81	CC(C)CN(CC(C)C)c1nnc(N)s1	-3.5%
82	C=CCCC(=O)N1C[C@H]2CON(C)[C@H]2C[C@H]1c1cccc(N2CCOCC2)c1	-3.2%
83	CCC(=O)N1CCc2cc(S(=O)(=O)NC(C(=O)Nc3cc(OC)cc(OC)c3)C(C)C)ccc21 (stereo unspecified)	-14.3%

The results go on:
no.	smiles	aSyn yeast rescue
91	COc1ccc(-n2c(=O)c3ccccc3n(Cc3cccc(C)c3)c2=O)cc1OC	9.8%
92	C=CCN1C(=O)c2ccc(C(=O)N3CCN(S(=O)(=O)c4ccc(C(C)C)cc4)CC3)cc2C1=O	2.7%
93	C/C(CC(=O)Nc1cccc(Cl)c1Cl)=N\NC(=O)C(=O)N1CCCC1	1.2%
94	COc1ccc(N(CC(=O)NC2CCS(=O)(=O)C2)S(=O)(=O)c2ccc(Cl)c(Cl)c2)cc1 (stereo unspecified)	10.6%
95	CCOC(=O)c1c(C)c(-c2ccccc2)n(CC(=O)Nc2cc(C)ccc2OC)c1C	0.6%
96	CCn1cnc2cc(NCc3ccc(N(C)C)cc3)ccc21	-24.7%
97	COc1ccc(CNC(=O)C2CCCN(C(=O)N3CCOc4ccccc43)C2)cc1 (stereo unspecified)	-12.0%
98	CCSc1ncc(Cl)c(C(=O)Nc2ccc(S(=O)(=O)N3CCC(C)CC3)cc2)n1	-5.1%
99	Cc1ccc(C)c(NC(=O)CSc2nc3nccnc3c(=O)n2CCc2c[nH]c3ccccc23)c1	0.7%
100	CCOc1ccccc1CNS(=O)(=O)c1ccc(-c2cnc(C3CC3)o2)cc1	10.0%

(next part)
no.	smiles	aSyn yeast rescue
101	CC(=O)c1ccc(NC(=S)NN2C(C)CCCC2C)cc1 (stereo unspecified)	7.3%
102	CCC(Oc1ccccc1)C(=O)Nc1nnc(S(=O)(=O)N2CCCC2)s1 (stereo unspecified)	-3.2%
103	COC(=O)c1cc(NS(=O)(=O)c2ccc(Cl)c(N3C(=O)c4ccc(C(=O)O)cc4C3=O)c2)cc(C(=O)OC)c1	-2.6%
104	O=C1CC(c2ccc(F)cc2)CC2=C1C(c1ccc([N+](=O)[O-])o1)Nc1ccccc1N2 (stereo unspecified)	7.6%
105	O=C(c1cccc(NS(=O)(=O)c2ccc(F)cc2)c1)N1CCN(c2ccccc2)CC1	-12.1%
106	CCOc1ccccc1NC(=O)c1sc(-n2nc(C)c(CCC(C)C)c2C)nc1C	-11.6%
107	CCCCCN1CN(S(=O)(=O)c2cccs2)c2nc3ccccc3nc21	-45.6%[inhibitor]
108	CCOC(=O)c1cccc(NC(=O)NCc2ccc3c(c2)CCN3C(=O)CC)c1	7.6%
109	COc1ccc(CNC(=O)CCCc2cn(C)c3ccccc23)c(OC)c1	3.3%
110	O=C(NCCCN1CCCC1)c1ccc2c(c1)N(Cc1ccccc1)CCS2	-10.8%

Going on with the list:
no.	smiles	aSyn yeast rescue
111	COC(=O)c1ccc(S(=O)(=O)N2CCC(O)CC2)n1C	1.5%
112	COc1ccccc1CNC(=O)CCNS(=O)(=O)c1cccc2nsnc12	0.0%
113	O=[N+]([O-])c1ccc2cccnc2c1	2.6%
114	CCOc1ccc(OCC)c(Nc2ccc3cc(S(=O)(=O)N4CCCC4)ccc3n2)c1	-9.3%
115	NS(=O)(=O)c1cccc(C(=O)NC2CCSc3ccccc32)c1 (stereo unspecified)	-0.8%
